# Pemphigus Ab inh – human desmoglein-3 autoantibody binding inhibition. binding (percent of control), % at 10 µM. DSG3-coupled beads, scFv-anti-DSG3-GFP binding, flow cytometry; hits give low values. 0.48% of 310,000 active. P32926;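 active = binding more than 3 SD below its plate's average and above zero; inconclusive = below that plate limit but binding exactly zero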;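 note: hits lower antibody fragment binding to DSG3; some compounds called inactive have numbers as strong as hits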
# MITF act – MITF TRPM1 promoter activation in melanoma cells | activation, % at 12.5 µM | 0.75% of 300,000 active | SK-MEL-5 TRPM1-promoter luciferase, 24 h; % of positive control, neutral wells = 0;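 active = mean activation of at least 80% with every replicate also reaching 80%; inconclusive = mean reaches 80% but some replicate falls short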;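 note: 0% = neutral control wells and 100% = parthenolide positive control wells; values of inactives mirror those of a sister screen read the other way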
# PKA-R1A activ – PKA-R1A complex activation; P00514+P68181; PKA-R1A dissociation, Cy5-IP20 fluorescence polarization; scaled: DMSO 0%, 113 µM cGMP 100%; 0.083% of 340,000 active; activation, % at 11.4 µM; AID 504707;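 active = percent activation above the mean of all tested compounds plus 3 SD, cut at about 19% in these data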;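 note: higher means more PKAc released from R1A so a rise in polarization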
# SR-BI DiI-HDL act – SR-BI HDL lipid transfer activation; activation, % at 12.5 µM; CHO ldlA[mSR-BI] cells, DiI-HDL uptake fluorescence, 3 h; 100 = double the neutral-control signal; 0.096% of 320,000 active;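 active = mean replicate activation of at least 60% and every replicate at or above 60%; inconclusive = mean or all-replicate condition met, but not both; inactive = mean below 60% and not all replicates reaching 60%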;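 note: 0% = median plate neutral-control signal and 100% = twice that signal; values of inactives mirror those of a sister screen read the other way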
#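 Test system: SR-BI-overexpressing, LDLR-lacking CHO cells. Measured by: DiI fluorescence, bottom read. Medium: Ham's F12 with 0.5% BSA, HEPES 25 mM, pH 7.4. Timing: 3 h uptake period with compound, 37 °C.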
# Arr AP2 block – blocks beta-arrestin peptide binding to AP2 adaptin. FITC-arrestin peptide / GST-AP2 beads, flow cytometry; AP2 beta2 appendage carries R879A mutation. inhibition, % at 10 µM. 0.31% of 340,000 active. AID 504490;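 active = inhibition above a set limit, near 3 SD of compounds lacking own fluorescence, cut at about 54% in these data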;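 note: plate controls were DMSO wells for no effect and 5 µM unlabelled arrestin peptide for full effect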
#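 test system = AP2 appendage R879A on GSH beads | buffer or medium = PBS plus Tween 20 (0.05%) and BSA (0.1%) | incubation = 12 min plus 1 h, RT | detection = bead flow cytometry, FITC channel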
# PKA-R2B activ – PKA-R2B complex activation; 0.079% of 340,000 active; P22694+P31323; PKA-R2B holoenzyme dissociation, Cy5-IP20 fluorescence polarization; R2B truncated from residue 108, S112A mutant; 0% DMSO only, 100% 113 µM cGMP; activation, % at 11.4 µM; AID 504700;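 active = activation above a cutoff set at the mean over all compounds plus 3 SD, cut at about 18% in these data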;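 note: higher means more holoenzyme dissociation and a rise in polarization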
# Target sequence (P31323 whole entry, looked up, other chains not shown, the tested form may be a part): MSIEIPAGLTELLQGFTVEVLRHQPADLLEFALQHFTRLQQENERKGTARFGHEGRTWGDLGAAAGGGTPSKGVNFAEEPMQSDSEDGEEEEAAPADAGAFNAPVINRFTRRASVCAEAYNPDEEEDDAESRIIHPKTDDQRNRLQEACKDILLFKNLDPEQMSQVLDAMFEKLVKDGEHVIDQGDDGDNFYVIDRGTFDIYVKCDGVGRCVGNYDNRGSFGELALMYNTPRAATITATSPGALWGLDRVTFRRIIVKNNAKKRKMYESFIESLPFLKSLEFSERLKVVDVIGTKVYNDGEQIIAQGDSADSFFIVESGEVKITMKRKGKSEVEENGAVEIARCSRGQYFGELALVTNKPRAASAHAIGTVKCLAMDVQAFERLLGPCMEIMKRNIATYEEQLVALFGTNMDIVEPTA
# NSD2 HMT inh – NSD2 (human) methyltransferase inhibition; NSD2 peptide methylation, AlphaScreen, 120 min; inhibition, % at 12.5 µM; 0.54% of 310,000 active; AID 743445; in the data active = inhibition above about 50%
# SR-BI HDL uptake – mouse SR-BI HDL lipid transfer inhibition; Q61009; ldlA[mSR-BI] CHO cells, DiI-HDL uptake fluorescence, 3 h; inhibition, % at 12.5 µM; 0.96% of 320,000 active; AID 488896;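 active = mean replicate inhibition of at least 70% and a set share of replicates each scoring 70 or more; inconclusive = meets just one of the two criteria; inactive = fails both criteria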;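 note: 0% = median of neutral control wells and 100% = median of positive control wells; values of inactives mirror those of a sister screen read the other way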
# SUMO Mot1 rescue – blocks SUMOylation pathway, rescuing yeast Mot1-301 growth; S. cerevisiae Mot1-301 growth rescue, ATP luminescence, 38.5C; percent above DMSO median, 100 means doubled; growth rescue, % at 18.8 µM; 1% of 320,000 active; AID 2716;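 active = every valid replicate shows activation above 250% relative to neutral control wells; inactive = the rest, any valid replicate at or below 250%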;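 note: OY570 slx delta 5 strain wells were the positive control but not used for scaling; some compounds called inactive have numbers as strong as hits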
# CDK5 inh – inhibitors of human CDK5/p35 kinase. AID 488839. Recombinant CDK5/p35, ADP-Glo luminescence, 60 min. Q00535+Q15078. 0.01% of 330,000 active. inhibition, % at 10 µM;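 active = highest replicate inhibition of at least 50% and at least 75% of replicates reaching 50%; inconclusive = only one of the two criteria met; inactive = both criteria failed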;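 note: plate controls were DMSO neutral control for no effect and GW8510 at 10 µM for full effect; many of its hits are not listed in these tables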
# Target sequence (Q00535 whole entry, looked up): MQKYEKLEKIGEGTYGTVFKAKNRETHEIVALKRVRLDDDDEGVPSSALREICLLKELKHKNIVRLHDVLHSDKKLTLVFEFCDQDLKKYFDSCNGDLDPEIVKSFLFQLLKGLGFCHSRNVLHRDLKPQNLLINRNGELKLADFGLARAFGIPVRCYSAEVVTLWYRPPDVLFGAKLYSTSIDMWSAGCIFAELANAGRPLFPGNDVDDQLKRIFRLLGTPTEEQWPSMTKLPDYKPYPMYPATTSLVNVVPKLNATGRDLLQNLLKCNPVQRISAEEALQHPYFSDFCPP
# Target sequence (Q15078 whole entry, looked up): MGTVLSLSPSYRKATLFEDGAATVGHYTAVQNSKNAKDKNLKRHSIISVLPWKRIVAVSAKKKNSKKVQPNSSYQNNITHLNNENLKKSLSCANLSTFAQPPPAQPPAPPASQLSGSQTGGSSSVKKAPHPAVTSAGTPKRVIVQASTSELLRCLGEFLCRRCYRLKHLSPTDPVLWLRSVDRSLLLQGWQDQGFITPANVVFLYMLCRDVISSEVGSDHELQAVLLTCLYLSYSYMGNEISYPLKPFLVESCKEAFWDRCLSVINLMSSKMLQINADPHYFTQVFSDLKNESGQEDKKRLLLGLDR
# dFosB activator – mouse delta FosB homodimer activation | AID 493131 | 0.99% of 340,000 active | purified delta FosB, TAMRA-CDK5 oligo fluorescence polarization; percent of positive-control signal above neutral wells | P13346 | activation, % at 25 µM;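 active = mean activation above about 17%, with every replicate also reaching it, limit read from the data, passing the limit was not always enough; inconclusive = only one of the two conditions met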;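 note: fluorescence polarization rise as delta FosB binds a TAMRA Cdk5 AP-1 oligo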
# Numbers without * were called inactive; ? = inconclusive; . = not tested or not shown.
SMILES,Pemphigus Ab inh,MITF act,PKA-R1A activ,SR-BI DiI-HDL act,Arr AP2 block,PKA-R2B activ,NSD2 HMT inh,SR-BI HDL uptake,SUMO Mot1 rescue,CDK5 inh,dFosB activator
CN(C)CCCn1cnc2c1c(=O)[nH]c(=O)n2Cc1ccccc1,110,5,-2,5,-2,1,10,-5,20,0.7,1
O=C1CCCN1CN(C(=O)c1ccc2c(c1)OCO2)c1cccc(Cl)c1,95,.,3,1,0,1,10,-1,-3,-1.3,2
Cc1ccccc1NC(=O)CSC1=NCCN1,97,1,-5,11,2,-13,-1,-11,8,0.2,7
CCCCN1C2=NCCCN2c2ccccc21,98,-2,4,2,2,-3,1,-2,11,-2.8,2
Cc1ccc(C(=O)CSc2nnnn2C(C)C)c(C)c1,.,-2,-8,-17,0,-1,-4,17,908,.,-8
CCc1noc(C)c1C(=O)OCC(=O)NCCc1ccc(OC)cc1,96,2,4,26,17,-14,-1,-26,.,-1.2,1
Cc1ccc(N2CC(C(=O)N3CCC(C(=O)Nc4nnc(C(C)C)s4)CC3)CC2=O)cc1 (centres undefined),123,-5,-9,-40,-4,-4,-6,40,-8,-0.4,-5
Cc1nc2ccc(NC(=O)COc3ccccc3F)cc2s1,104,52,-6,-1,20,3,-2,1,-6,0.3,-3
O=C(CSc1ncccc1C(=O)O)c1ccccc1F,107,-3,-1,2,-5,1,-2,-2,-13,-0.7,-3
COc1cc2cc(CCCOC(=O)c3ccc(C#N)cc3)oc(=O)c2cc1OC,106,-10,-3,-24,-5,4,.,24,7,1.6,-13

# The list goes on, overlapping the part above by two compounds.
SMILES,Pemphigus Ab inh,MITF act,PKA-R1A activ,SR-BI DiI-HDL act,Arr AP2 block,PKA-R2B activ,NSD2 HMT inh,SR-BI HDL uptake,SUMO Mot1 rescue,CDK5 inh,dFosB activator
O=C(CSc1ncccc1C(=O)O)c1ccccc1F,107,-3,-1,2,-5,1,-2,-2,-13,-0.7,-3
COc1cc2cc(CCCOC(=O)c3ccc(C#N)cc3)oc(=O)c2cc1OC,106,-10,-3,-24,-5,4,.,24,7,1.6,-13
O=C(CSc1nnc(N2CCOCC2)n1-c1cccc(F)c1)N1CCN(c2ccccn2)CC1,.,.,-7,-1,-5,5,4,1,55,1.1,-2
CC(C)Nc1ccc(C(CC(N)=O)NC(=O)c2ccccc2)cc1[N+](=O)[O-] (centres undefined),101,9,-6,12,-4,-4,.,-12,8,-1.2,-1
Cc1ccsc1CN(C)Cc1nc(C2CC2)no1,102,21,-8,16,5,-8,.,-16,68,2.5,-7
CC1CN(CCOc2ccc(Cl)cc2Cl)CC(C)O1 (centres undefined),101,6,-4,-23,-15,-2,.,23,272*,-0.1,-4
Cc1c(C(=O)N2CCC(C(N)=O)CC2)sc(N)c1C#N,101,10,4,?,12,-6,.,-61,0,-1.8,-8
CC1N(O)C(C)(C)C(c2ccccc2)=[N+]1[O-] (centres undefined),.,-4,-2,3,-1,0,-9,-3,.,3.2,-2
O=C(O)Cc1csc(NC(=O)CSc2nnnn2-c2ccc(O)cc2)n1,103,0,6,-18,31,-8,-2,18,-3,2.6,-8
O=S(=O)(N(Cc1ccccc1)[C@H](CO)Cc1ccccc1)N(Cc1ccccc1)[C@H](CO)Cc1ccccc1,102,-4,2,27,0,8,.,-27,9,0.9,-9
O=[N+]([O-])c1cccc(CN(CCO)Cc2ccccc2)c1,100,3,-1,-8,10,-9,0,8,38,1.5,4
Cc1c(C)c2ccc(OS(C)(=O)=O)cc2oc1=O,99,6,10,9,7,8,-1,-9,7,-1.3,-6
CN(CC(=O)Nc1cccc(F)c1)CC(=O)Nc1cccc(S(=O)(=O)N(C)c2ccccc2)c1,106,-11,0,-42,-2,-9,-1,42,.,-2.8,-23
CC(NC(=O)Cc1ccccc1)c1cc2c(cc1Br)OCCCO2 (centres undefined),108,7,-2,-26,7,-5,3,26,-3,1.8,0
NC(=O)c1c(NC(=O)CN2CCN(S(=O)(=O)c3ccccc3)CC2)sc2c1CCC2,92,-24,1,3,21,3,-1,-3,88,0.2,-19
CC(=O)N(c1nc(CCl)cs1)c1ccc(C)cc1C,95,-7,2,-3,0,-4,-1,3,11,-0.4,-4
CC(C)CN(CCCNC(=O)CN1N=C(c2ccc(Cl)cc2)CCC1=O)CC(C)C,114,-10,-5,-1,16,4,7,1,-16,0.5,-4
CC(C)CC(OC(=O)c1cccs1)C(=O)NCc1ccco1 (centres undefined),96,.,-6,16,22,-5,.,-16,.,1.8,-10
NNC(=O)C=C1CCN(c2ncc(C(F)(F)F)cc2Cl)CC1,109,1,-1,13,8,0,-1,-13,-7,-1.0,-1
Nn1c(-c2cccc(Br)c2)n[nH]c1=S,104,-10,-10,7,-4,-2,0,-7,.,2.4,0
N/C(=N\OC(=O)CCCc1ccccc1)c1ccccc1Cl,.,18,1,-18,-10,6,-5,18,-3,0.8,1
CCn1c(=O)cc(SCC(=O)NCCCN2CCC(C)CC2)c2ccccc21,92,4,12,2,5,-10,1,-2,4,-0.1,-7
CCN(C(=O)COc1ccccc1)c1nnc(-c2cccnc2)s1,98,10,-1,-1,15,5,-1,1,-6,-0.8,-9
Cc1cc(C)cc(OCC(=O)Nc2ccc(F)cc2)c1,89,-2,-7,-6,-6,-6,.,6,-4,-1.6,-12
CCCCOC(=O)c1ccc(NC(=S)NC(=O)c2c(Cl)cnn2CC)cc1,107,-6,-9,-3,26,1,8,3,-12,0.3,-14
CC(=O)N1CCCC(N2CCN(c3cccc(C(F)(F)F)c3)CC2)C1 (centres undefined),95,-4,-2,11,5,5,-3,-11,-25,0.1,0
CCOC(=O)c1nnn(-c2nc(OC)nc(N(C)C)n2)c1-c1ccccc1,.,-5,-1,-5,-3,1,-2,5,-7,0.0,-5
Cc1cc(SCc2ccc(Cl)c(Cl)c2)nc(=O)[nH]1,97,26,-7,.,18,-2,-2,9,-14,0.6,-4
CCNC(=O)NC(=O)C(C)OC(=O)C1CCN(S(=O)(=O)c2ccccc2F)CC1 (centres undefined),.,0,-1,-19,13,-1,-3,19,-4,-0.7,-14
Cc1cccc(CC(=O)NC2CCN(C)CC2)c1,107,.,-3,7,1,3,2,-7,5,-0.6,2
C=CCSc1n[nH]c(-c2ccc(OC)cc2)n1,100,101*,-5,-7,-1,-5,-2,7,33,0.5,2
O=C(NCCc1ccccc1)c1nnc(CS(=O)(=O)c2ccccc2)o1,109,.,-5,19,20,-6,.,-19,0,2.2,-3
Cc1cc(C(=O)N/N=C/c2ccco2)n[nH]1,103,14,3,30,53,6,-2,-30,5,2.3,1
Cc1cc(C)c2oc(-c3ccc(C)c(NC(=S)NC(=O)c4cccs4)c3)nc2c1,105,-6,7,12,2,-19,0,-12,14,-0.1,-7
CC1(NC(=O)/C=C/c2nc3ccccc3s2)CCS(=O)(=O)C1 (centres undefined),.,.,9,5,-1,3,12,-5,5,1.2,-3
CCOc1ccc(N(C)S(=O)(=O)c2cnc[nH]2)cc1,99,-2,-3,.,46,-10,-5,-22,273,0.4,0
COc1ccc(-c2nnc(N(C)C(=O)c3cccnc3)s2)cc1,99,36,-3,-10,11,-15,7,10,113,1.6,-12
C=CCNC(=S)Nc1ccc(N(C)C)cc1,96,32,6,.,-1,-8,3,.,8,0.6,-4
COc1ccc(C(C(=O)NC(C)(C)C)N(C(=O)CCC(=O)Nc2cc(C)on2)c2cccc(C)c2C)cc1 (centres undefined),102,-10,2,.,-11,8,4,.,-11,1.4,0
COC(=O)C(C)Sc1nc2c(c(=O)n(C)c(=O)n2C)n1CCC(C)C (centres undefined),95,13,0,-4,1,2,0,4,961*,0.2,-9
CC(C)Cn1c(SCC(=O)N2CCN(C(=O)c3ccco3)CC2)nc2ccccc2c1=O,95,-2,-14,9,-4,-11,-1,-9,.,0.1,-1
C=C1c2ccccc2NC(=O)N1c1ccc(OC)cc1,93,-10,2,-3,2,-5,0,3,0,-0.3,-9
Cn1c2ccccc2c2ncn(CCC3=CCCCC3)c(=O)c21,101,.,-5,-33,7,-5,-2,33,3,-0.5,-7
CCOc1ccc(NC(=O)CSc2nnc(C3CC3)n2N)cc1,103,0,0,-9,-1,-7,2,9,8,1.2,0
COc1ccc(C2CC(=O)c3c(ccc4ccccc34)N2)cc1OC (centres undefined),108,-1,-3,-7,-14,-9,0,7,11,-0.6,-6
O=C(Nc1ccc(Br)cc1)c1cc([N+](=O)[O-])cc([N+](=O)[O-])c1,102,-15,-2,-54,-21,1,-2,54,120,0.2,-7
O=C(O)c1ccc(Nc2ncnc3ccccc23)cc1,101,-8,8,15,25,7,-2,-15,-19,-0.2,-1
CC(C)n1c(Nn2cnnc2)nc2ccccc21,107,-7,6,38,-5,2,-3,-38,275,-0.4,6
C=CCc1c(C)[nH]c(=S)c(C#N)c1C,.,5,-4,-39,9,-2,-2,39,-18,1.6,-11
COC(=O)c1cccc(NC(=S)N2CCOCC2)c1,96,-2,-1,7,33,-2,-1,-7,-1,0.2,3
CCOC(=O)Cc1csc(NC(=O)c2ccc(N3CCOCC3)cc2[N+](=O)[O-])n1,.,13,-17,-63,11,-4,6,63,3,1.2,-3
CC(=O)c1cccc(NC(=S)NC(=O)c2ccc(C)cc2)c1,.,72,6,-7,11,3,1,7,27,0.4,-15
C=CCC1Cc2c(Br)cccc2C(CC=C)N1 (centres undefined),102,3,-1,-29,5,9,-2,29,.,0.3,-5

# Some of these compounds in order of the SR-BI HDL uptake value, largest number first:
SMILES,Pemphigus Ab inh,MITF act,PKA-R1A activ,SR-BI DiI-HDL act,Arr AP2 block,PKA-R2B activ,NSD2 HMT inh,SR-BI HDL uptake,SUMO Mot1 rescue,CDK5 inh,dFosB activator
CCOC(=O)Cc1csc(NC(=O)c2ccc(N3CCOCC3)cc2[N+](=O)[O-])n1,.,13,-17,-63,11,-4,6,63,3,1.2,-3
COC(=O)c1cccc(NC(=S)N2CCOCC2)c1,96,-2,-1,7,33,-2,-1,-7,-1,0.2,3
CC(C)n1c(Nn2cnnc2)nc2ccccc21,107,-7,6,38,-5,2,-3,-38,275,-0.4,6

# Screens from PubChem.
